Source: PubChem
GLS inhibitor: inhibitors of human glutaminase (GLS) | O94925 | GLS enzymatic activity, qHTS titration | 410,000 compounds, 0.21% hits | Potency, µM (highest dose often 45.5 µM), without a hit: top-dose activity change, negative = inhibition, hits mostly inhibitors; note: potency is the fitted concentration of half-maximal effect; % is set by controls: 0 for no effect and ±100 for the full control effect
Target sequence (O94925 whole entry, looked up): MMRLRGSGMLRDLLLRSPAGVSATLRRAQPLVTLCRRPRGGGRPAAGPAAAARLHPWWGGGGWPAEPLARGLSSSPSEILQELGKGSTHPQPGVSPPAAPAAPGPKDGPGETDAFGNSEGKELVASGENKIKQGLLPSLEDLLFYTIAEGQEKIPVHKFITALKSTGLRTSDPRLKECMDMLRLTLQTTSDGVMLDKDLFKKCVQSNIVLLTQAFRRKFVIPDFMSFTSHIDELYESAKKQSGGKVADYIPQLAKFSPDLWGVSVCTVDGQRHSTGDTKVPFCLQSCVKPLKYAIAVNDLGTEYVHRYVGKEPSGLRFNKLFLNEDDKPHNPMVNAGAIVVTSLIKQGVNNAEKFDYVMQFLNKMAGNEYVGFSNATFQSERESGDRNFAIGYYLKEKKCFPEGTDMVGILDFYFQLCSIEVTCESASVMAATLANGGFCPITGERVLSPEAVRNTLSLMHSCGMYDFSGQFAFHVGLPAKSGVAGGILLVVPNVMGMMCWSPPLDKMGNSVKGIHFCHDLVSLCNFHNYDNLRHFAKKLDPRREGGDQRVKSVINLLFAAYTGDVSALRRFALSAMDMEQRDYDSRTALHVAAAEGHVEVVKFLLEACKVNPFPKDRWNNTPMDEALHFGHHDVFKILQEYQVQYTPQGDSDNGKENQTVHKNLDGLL
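hKGA in 45 mM KH2PO4 (pH 8.2), 0.02% Tween-20 with compound, then 1mM L-Glutamine (stock as added) plus glutamate oxidase/HRP/Amplex red coupling mix. Fluorescence read initially and after 30 min at RT; signal change reflects glutamate formation.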
USP1-UAF1 inh: inhibitors of human USP1/UAF1 deubiquitinase | O94782 | recombinant USP1/UAF1, Ub-Rhodamine cleavage fluorescence | Potency, µM (series often up to 57.1 µM), for inactives: top-dose activity change, negative = inhibition, actives largely listed as inhibitors | 390,000 compounds, 0.23% hits; note: potency is the fitted concentration of half-maximal effect; % is set by controls: 0 for no effect and ±100 for the full control effect; nearly all actives have a fitted effect of over 60% in size; inactives centre near -12
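High-throughput fluorogenic screen: 1nM USP1/UAF1 complex, Ub-Rho substrate 150nM final, 50mM HEPES pH 7.8 with 0.5mM EDTA, 0.1 mg/ml BSA, 1mM TCEP and 0.01% Tween-20.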
TrxR1 inh: blocks rat thioredoxin reductase 1 | recombinant rTrxR1, NADPH fluorescence consumption, selenite substrate | 390,000 compounds, 1% hits | Potency, µM (doses to about 114 µM), for inactives: top-dose activity change, negative = inhibition, actives largely listed as inhibitors; note: potency is the fitted concentration of half-maximal effect; % is set by controls: 0 for no effect and ±100 for the full control effect; nearly all actives have a fitted effect of over 65% in size
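Rat TrxR1 (90 nM in the dispensed reagent) was pre-reduced with 400 uM NADPH for 5 min at room temperature, then incubated with compound for 15 min. After 400 uM selenite was added, NADPH fluorescence (Ex 340/Em 450 nm) was followed for 8 min.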
PI4K2A inh: blocks human PI4K2A kinase activity. Q9BTU6. 420,000 compounds, 0.13% hits. activity change, negative = inhibition, % at 76.9 µM. purified PI4K2A, ADP-Glo luminescence, 1 h; active compounds read low. AID 1346378; in the data active = activity change below about -50%; inconclusive = mostly about -30% to -49%;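 note: -100% = wells without enzyme as full effect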
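ADP-Glo luminescence measured ADP generated by PI4K2A enzyme (4 ug/mL before mixing) with 1.2 mM PI substrate (pre-mix) and 300 microM ATP (pre-mix). Tris pH7.5 buffer with MgCl2, Triton X-100; 1 h reaction at ambient temperature.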
Pin1 inh: blocks the human prolyl isomerase Pin1; AID 504891; Q13526; Pin1 FP peptide displacement, HiFluor488, 10 min; 390,000 compounds, 0.009% hits; Potency, µM (doses to about 115 µM), for inactives: at the top dose activity, negative = inhibition, usual class: inhibitors; active = well fitted inhibition curve with a large enough effect in the polarisation, with a control signal flat, not every such curve was filed as active; inconclusive = small, poorly fitted or top-dose-only effect, or effect the other way, or a change in a side signal; inactive = no such curve, though single readings can be large or run the other way; the % refers to the polarisation; note: potency is the fitted concentration of half-maximal effect; % is set by controls: 0 for no effect and ±100 for the full control effect
PGK inhibitor: T. brucei PGK inhibition; P07378; PGK/GAPDH coupled, Kinase-Glo luminescence, 60 min; Potency, µM (series often up to 57.5 µM), inactives show top-dose activity change, negative = inhibition, usual class: inhibitors; 380,000 compounds, 0.043% hits; note: potency is the fitted concentration of half-maximal effect; % is set by controls: 0 for no effect and ±100 for the full control effect; nearly all actives have a fitted effect of over 60% in size
Target sequence (P07378 whole entry, looked up): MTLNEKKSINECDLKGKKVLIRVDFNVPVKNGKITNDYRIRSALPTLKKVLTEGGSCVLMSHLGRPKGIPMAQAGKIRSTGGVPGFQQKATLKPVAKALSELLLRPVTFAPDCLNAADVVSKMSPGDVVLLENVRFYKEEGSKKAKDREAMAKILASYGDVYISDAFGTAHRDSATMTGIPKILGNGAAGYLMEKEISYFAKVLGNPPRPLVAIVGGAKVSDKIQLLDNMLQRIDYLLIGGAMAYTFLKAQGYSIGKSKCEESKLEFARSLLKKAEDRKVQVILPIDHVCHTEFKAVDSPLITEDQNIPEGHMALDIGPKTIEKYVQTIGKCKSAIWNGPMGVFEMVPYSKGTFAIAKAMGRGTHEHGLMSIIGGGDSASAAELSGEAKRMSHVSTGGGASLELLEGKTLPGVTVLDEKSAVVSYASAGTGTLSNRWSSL
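Luminescent ATP detection (Kinase-Glo Plus) follows a 60-minute room-temperature incubation, with wells lacking PGK as controls. Buffer: 100 mM TEA (pH 7.6), 5 mM MgCl2, 0.01% Tween-20. Coupling enzyme GAPDH (100 nM final) supplies unstable 1,3-BPG in-well.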
TrxR1 substrate: substrates of rat thioredoxin reductase 1; O89049; purified TrxR1 substrate turnover, NADPH consumption readout; Potency, µM (highest dose often 114 µM), without a hit: at the top dose activity change, negative = substrate turnover; 390,000 compounds, 0.01% hits; note: potency is the fitted concentration of half-maximal effect; % is set by controls: 0 for no effect and ±100 for the full control effect; nearly all actives have a fitted effect of over 50% in size
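Rat TrxR1, dispensed at 90 nM, was prereduced with 400 uM NADPH (final) for 5 min at ~22 deg C, then incubated with compound 15 min before 400 uM selenite. A first-read NADPH fluorescence drop versus no-compound background flagged substrates.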
IDH1 R132H inh: human IDH1 R132H inhibition; O75874; IDH1-R132H enzyme, NADPH consumption, diaphorase/resazurin fluorescence; Potency, µM (top dose mostly 76.6 µM), for inactives: top-dose activity change, negative = inhibition, usual class: inhibitors; AID 602179; 390,000 compounds, 0.093% hits; note: potency is the fitted concentration of half-maximal effect; % is set by controls: 0 for no effect and ±100 for the full control effect; nearly all actives have a fitted effect of over 65% in size
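IDH1-R132H (0.5 ug/mL) preincubated 30 min with compound, then NADPH (0.016 mM) and alpha-KG (2 mM) added; 80 min at RT, pH 7.5. Remaining NADPH coupled via diaphorase/resazurin to fluorescence (540/590 nm); concentration-response curves normalized to no-enzyme control.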
HP1b chromo inh: blocks HP1-beta chromodomain binding to methylated histone tails. P83916. AlphaScreen HP1-beta / biotin-H3K9me3 peptide binding. Potency, µM (top dose mostly 114 µM), inactives show at the highest dose activity change, negative = inhibition, most hits filed as inhibitors. 390,000 compounds, 0.56% hits. AID 540317; note: potency is the fitted concentration of half-maximal effect; nearly all actives have a fitted effect of over 70% in size; inactives centre near 23
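HP1-beta protein (50 nM final) preincubated 30 min at room temperature with biotinylated H3(1-18)K9me3 peptide (50 nM) in PBS pH 7.4, 0.01% Tween-20, then compound added for 30 min. AlphaScreen streptavidin donor/nickel chelate acceptor beads (10 ug/mL final), 30 min dark, luminescence read.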
* = called active by the depositor; i = inactive; u = inconclusive; x = no result given; & = joins results of further samples; [ ] = another dose, or the depositor's remark. Unless noted, calls come from the whole dose curve; as a rule, active = well fitted curve in the direction sought with a large enough effect; inconclusive = small, poorly fitted or top-dose-only effect, or another doubt; inactive = no such curve, though single readings can be large; an effect the other way counts as inactive or inconclusive.

SMILES	GLS inhibitor	USP1-UAF1 inh	TrxR1 inh	PI4K2A inh	Pin1 inh	PGK inhibitor	TrxR1 substrate	IDH1 R132H inh	HP1b chromo inh
O=C(Nc1nnc(SCc2cccc(F)c2)s1)c1ccco1	6%	-20%	10%	1	4%	9%	0%	-8%	45%[activator]
Nc1nnc(/C=C/c2ccccc2)s1	13%	7%	-2%[57.1 µM]	-1	-9%	5%	14%[57.1 µM]	5%	28%
CCN(CCO)c1ncnc2c1sc1nc(CC(C)C)c3c(c12)CC(C)(C)OC3	5%	3%	8%	1	u	-2%	13%	-15%	21%
CCOc1ccccc1C(=O)NC(C(=O)OCn1nnc2ccccc2c1=O)C(C)C (configuration not stated)	2%	-24%	x	-5	x	0%	x	6%	x
COc1ccccc1CCC(=O)OCC(=O)Nc1ccc(C)c(S(=O)(=O)N2CCCCC2)c1	3%	-22%	27%	-1	10%	-5%	5%[57.1 µM]	-11%	14%
NC(=O)c1ccc(-c2nnc(Nc3ccc(S(N)(=O)=O)cc3)c3ccccc23)cc1	2%	-19%	7%	-1	80%[activator]	3%	6%[57.1 µM]	-1%	18%
COc1cc(NC(=O)Cn2ncc3c([nH]c4ccc(C)cc43)c2=O)cc(OC)c1OC	4%	u	7%	1	-8%	7%	-6%	-17%	24%
O=C(COC(=O)c1ccc2c(c1)OCCO2)Nc1ccc(F)cc1F	-5%	-17%	13%	10	6%	-6%	1%	3%	21%
C[C@H](CO)N1C[C@H](C)[C@@H](CN(C)C(=O)c2ccc3ccn(C)c3c2)OCc2cn(nn2)CCCC1=O	-4%	-26%	x	-2	x	-5%	x	14%	x
Cc1c(Cl)ccc2sc(N3CCN(C(=O)CCS(=O)(=O)c4ccc(F)cc4)CC3)nc12	-13%	0%	14%[57.1 µM]	3	0%	9%	-3%[57.1 µM]	2%	13%
CC(=O)Nc1cc([N+](=O)[O-])ccc1N1CCOCC1	-4%	6%	1%[57.1 µM]	1	-8%	-1%	-11%[57.1 µM]	0%	7%
CCOC(=O)c1c(-c2cccc(C)c2)csc1NC(=O)C1CC=CCC1C(=O)O (configuration not stated)	11%	-26%	0%[57.1 µM]	-7	-1%	0%	-10%[57.1 µM]	4%	21%
COc1ccc(C(CNC(=O)c2oc3ccc(Cl)cc3c2C)N2CCCCC2)cc1 (configuration not stated)	19%&0%	0%&-4%	24%&18%	1&4	3%&-1%	-8%	-1%&-8%	6%&0%	37%&2%[activator]
CC(C)(C)NNC(=S)Nc1cccc(C(F)(F)F)c1	-23%	4%	2%[57.1 µM]	-1	-8%	i	4%[57.1 µM]	6%	-2%
CC(=O)Nc1cc(NC(C)=O)cc(C(=O)OC(C)C(=O)Nc2ccc(S(=O)(=O)N3CCCC3)cc2)c1 (configuration not stated)	-1%	-10%	10%	-2	-6%	-2%	-6%[57.1 µM]	2%	-1%
Cc1cc(C)nc(SCC(=O)Nc2ncc(Cc3ccc(Cl)c(Cl)c3)s2)n1	16%	0%	6%	0	1%	1%	2%	-2%	11%
CCN1CCN(CCC(=O)Nc2cc(C)ccc2C)CC1	-3%	-21%	3%	-5	4%	-14%	-2%	-1%	32%
CC(=O)Oc1ccc2c(c1)c(C(C)=O)c(C)n2C	-5%	-10%	12%[57.1 µM]	15	-2%	-8%	11%[57.1 µM]	1%	17%
Cc1ccc(C(=O)N/C(=C\c2ccc(-c3cc(Cl)ccc3Cl)o2)C(=O)NCc2cccnc2)cc1	9%	-8%	23%	-3	77%[activator]	0%	26%	-1%	25%
c1ccc(-c2nc(NCc3cccnc3)c3ccccc3n2)cc1	10%	-11%	-8%[57.1 µM]	-11	0%	6%	-7%[57.1 µM]	-3%	14%
O=C(NCc1cc(C(F)(F)F)cc(C(F)(F)F)c1)C12CN(Cc3ccccc3)CC1C(c1cccc([N+](=O)[O-])c1)=NO2 (configuration not stated)	0%	-8%	31%	-2	-4%	-1%	-6%	-2%	3%
COc1ccc(NC(=O)c2ccc3nc(C)sc3c2)cc1	9%	0%	29%	-14	-2%	-12%	10%	8%	-4%
O=C(NCCF)[C@H]1C[C@@H]1[C@H](NP(=O)(c1ccccc1)c1ccccc1)c1ccccc1	3%	-30%	19%	1	0%	0%	2%	-5%	15%
CCN1C(=O)/C(=C\N2CCN(C)CC2)SC1=S	-7%	-2%	4%	-12	0%	-1%	-1%	-4%	24%
Cc1cc(F)ccc1NC(=O)C1CSC2(C)CCC(=O)N12 (configuration not stated)	3%	1%	13%	5	7%	-5%	1%	1%	35%[activator]
COc1cccc2cc(C(=O)Nc3ccc(S(=O)(=O)NCC4CCCO4)cc3)c(=O)oc12 (configuration not stated)	0%	-4%	27%	0	-3%	-7%	8%	7%	10%
Cc1cc(N2CCCC2=O)ccc1S(=O)(=O)Nc1c(C)nn(C)c1C	2%	-6%	29%[57.1 µM]	-5	0%	i	-17%[57.1 µM]	6%	34%
OCCN=C1CCCc2c1[nH]c1ccc(Cl)cc21	0%	-13%	13%[57.1 µM]	4	-1%	0%	6%[57.1 µM]	14%	1%
CCOC(=O)NCc1cc(-c2nn(C)c(=O)c3ccccc23)ccc1C	0%	-10%	15%[57.1 µM]	5	-2%	-7%	-9%	6%	48%[activator]
CCOC(=O)c1c(S(=O)(=O)N2c3ccccc3CC2C)c(C)n(C)c1C (configuration not stated)	-12%	-19%	11%	8	0%	-6%	2%	0%	28%
Cc1ccc2nc(CCc3nc4ccc(C)cc4o3)oc2c1	u	-14%	-9%	-2	0%	i	-10%	5%	-13%
Cc1ccn2c(Nc3ccccc3)c(-c3c[nH]c4ccccc34)nc2c1	-2%	-27%	-10%	-2	u	i	84%[activator]	12%	u
Clc1cccc(CNCCCSc2nnnn2-c2ccccc2)c1	-6%	-18%	6%	-2	-6%	-8%	3%	15%	40%[activator]
C/C(=N\Nc1cc(N2CCOCC2)nc(C)n1)c1cccc([N+](=O)[O-])c1	0%	-21%	12%	0	2%	-4%	-1%	2%	30%
CC(=O)c1ccc(N2CCN(S(=O)(=O)c3ccc4c(c3)CC(=O)N4C)CC2)cc1	5%	-18%	38%	-3	41%[activator]	-11%	12%	-6%	30%
Cc1cnc(C(=O)N2CCN(S(=O)(=O)c3cc(C(F)(F)F)cc(C(F)(F)F)c3)CC2)cn1	-3%	-14%	7%	-4	6%	-11%	1%	6%	58%[activator]
O=C(CCNS(=O)(=O)c1ccc(Cl)cc1)OCC(=O)c1ccc[nH]1	7%	-7%	19%	2	-11%	2%	2%	7%	15%
COc1ccc(/C=N/NC(=O)c2ccc(COc3ccccc3Cl)o2)cc1	4%	u	48%[activator]	-1	1%	-2%	71%[activator]	-1%	24%
Cc1ccccc1Cn1nc(C)c(NC(=O)c2cc(CC(C)C)on2)c1C	3%&-4%	-21%&-20%	0%&-5%	2&4	-16%&-8%	-9%	2%&-6%	3%&0%	42%&7%[activator]
CC(C)C(=O)NN(C(=O)c1ccccc1)c1ccccc1	2%	-27%	14%	2	4%	-7%	3%	14%	9%
O=C1CCCC2=C1C(c1ccccc1)C1C(=O)c3ccccc3C1=N2 (configuration not stated)	9%	-11%	u	0	-1%	-9%	-7%	6%	u
CC(C)C(C)NC(=O)COn1nnc2ccc(S(=O)(=O)N3CCOCC3)cc21 (configuration not stated)	-5%	-6%	10%	4	2%	0%	1%	-2%	39%[activator]
COC(=O)COc1ccc(S(=O)(=O)Nc2ccc3c(c2)OCO3)cc1	23%	-30%	14%	-1	-3%	1%[11.5 µM]	10%	2%	21%
O=C(Cc1ccccc1)N1CCN=C1SCc1ccc([N+](=O)[O-])cc1	6%	-20%	1%	2	-3%	-2%	-4%	3%	14%
Cc1cc(C(=O)O)c(C)n1-c1ccccc1	19%	-4%	6%	6	0%	-2%	2%	11%	6%
CCN(Cc1ccccc1)C(=O)CCc1nnc(CCCc2ccccc2)o1	-7%	-13%	11%	0	-7%	i	7%	1%	68%[activator]
COC(=O)c1cc(OC)c(OC)cc1NC(=O)c1cc(OC)cc(OC)c1	11%	-11%	63%	3	-1%	-5%	68%	-1%	-4%
CCCCNC(=O)c1cn(CC)c2cc(N3CCN(C(=O)c4ccco4)CC3)c(F)cc2c1=O	5%	-3%	1%	4	0%	1%	61%[activator]	5%	16%

Single records, from the list above. Order of values: GLS inhibitor | USP1-UAF1 inh | TrxR1 inh | PI4K2A inh | Pin1 inh | PGK inhibitor | TrxR1 substrate | IDH1 R132H inh | HP1b chromo inh
O=C1CCCC2=C1C(c1ccccc1)C1C(=O)c3ccccc3C1=N2 (configuration not stated) across the screens: 9% | -11% | u | 0 | -1% | -9% | -7% | 6% | u
CC(C)C(C)NC(=O)COn1nnc2ccc(S(=O)(=O)N3CCOCC3)cc21 (configuration not stated) across the screens: -5% | -6% | 10% | 4 | 2% | 0% | 1% | -2% | 39%[activator]
CCCCNC(=O)c1cn(CC)c2cc(N3CCN(C(=O)c4ccco4)CC3)c(F)cc2c1=O across the screens: 5% | -3% | 1% | 4 | 0% | 1% | 61%[activator] | 5% | 16%
COC(=O)c1cc(OC)c(OC)cc1NC(=O)c1cc(OC)cc(OC)c1 across the screens: 11% | -11% | 63% | 3 | -1% | -5% | 68% | -1% | -4%

This is a subset; count on the stated rates, not on these rows.
